High-throughput results: PubChem, National Center for Advancing Translational Sciences (NCATS)
GAA glycogen mod: inhibitors or activators of human alpha-glucosidase glycogen cleavage | recombinant GAA, glycogen substrate, Amplex Red glucose oxidase fluorescence | Potency, µM (titrated, usually from 76.4 µM), for the others: at the highest dose activity change, negative = inhibition, actives largely listed as inhibitors | hit rate 0.38% among 300,000; active = well fitted inhibition curve with a large enough effect;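 also: 0% = full enzyme reaction and -100% = no-enzyme basal signal; the screen sought inhibitors and activators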
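Recombinant enzyme (4 nM final) with compounds titrated up to 77 uM and bovine liver glycogen (30 ug) in citrate pH 5.0, 0.01% Tween-20, 37 C 40 min. Released glucose detected by Amplex Red/glucose oxidase (Ex 573/Em 610); AC50 from Hill fits.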
Active calls of the source: *; [ ] = remark or other dose. Potency is read from the fitted curve at half-maximal effect. Not all compounds are listed; the hit share may differ from the screen's.

SMILES	GAA glycogen mod
O=C(Cn1ncc2c3ccccc3n(Cc3ccccc3)c2c1=O)N1CCN(c2ccccn2)CC1	11.3%[76.3 µM]
CCCNC(=O)COc1ccc(-c2nn(C)c(=O)c3ccccc23)cc1	18.5%[76.3 µM]
CC(C)CC(NS(=O)(=O)OCC(Cl)(Cl)Cl)c1ccccc1 (stereo not drawn)	-10.3%[76.3 µM]
Cc1ccc(C(=O)C2=C(O)C(=O)N(Cc3ccco3)C2c2cccc(Cl)c2)o1 (stereo not drawn)	0.8%[76.3 µM]
CCC1COCCS(=O)(=O)N1Cc1ccccc1C (stereo not drawn)	-4.2%[76.3 µM]
CCOC(=O)N1CCN(C(=O)CS(=O)(=O)Cc2nc(-c3ccccc3F)oc2C)CC1	-12.6%[76.3 µM]
COc1ccc(CC(=O)N2CCN(c3cccc(C)c3C)CC2)cc1	-0.4%[76.3 µM]
COc1ccc(NC(=O)C(Cc2cc(C)cc(C)c2)C(C)C(=O)O)cc1 (stereo not drawn)	-7.3%[15.3 µM]
O=C(/C=C/c1ccc([N+](=O)[O-])o1)NNC(=O)c1ccc(F)cc1	-9.5%[76.3 µM]
O=c1[nH]cnc(O)c1N=Nc1ccccc1	-0.5%
C/C(CC(=O)NC12CC3CC(CC(C3)C1)C2)=N\NC(=O)c1ccc(F)cc1	2.3%
COc1cccc(N2CCN(C(=S)Nc3ccc(F)cc3)CC2)c1	12.0%[76.3 µM]
O=S(=O)(c1ccccc1)c1nc(-c2ccco2)oc1N1CCCCC1	8.7%
O=C1c2ccccc2NC(c2ccc(O)cc2)N1c1ccccc1 (stereo not drawn)	-2.8%
CCN1CCN(Cc2nc3ccc([N+](=O)[O-])cc3c(=O)n2-c2ccc(OC)cc2OC)CC1	-0.5%
COc1ccc(-c2cc(C(=O)N/N=C(\C)c3cccnc3)c3ccccc3n2)c(OC)c1	-8.6%[76.3 µM]
CN(Cc1ccccc1)C(=O)CCC1CCN(C(=O)CCC(F)(F)F)CC1	-5.0%[76.3 µM]
Cc1cccc(NC(=O)CCOc2ccccc2)c1C	3.1%
COc1ccccc1NC(=O)c1ccccc1S(=O)(=O)c1ccc([N+](=O)[O-])cc1	-9.7%[76.3 µM]
Cc1cccc(C(=O)N2CCCC(Nc3ccc(C)c(C)c3)C2)n1 (stereo not drawn)	-1.9%[76.3 µM]
O=C(NCCNC(=O)c1ccccn1)c1cccc(F)c1	-4.4%
CCOC(=O)C(CC(=O)Nc1nc(C(C)=O)c(C)s1)C(C)c1ccccc1 (stereo not drawn)	-16.3%
CCOC(=O)C1(Cc2cccc(OC)c2)CCCN(C(=O)CNC(C)=O)C1 (stereo not drawn)	18.5%[76.3 µM]
O=C(O)Cc1ccc2oc(-c3ccccn3)nc2c1	1.4%
CC(C)CC(=O)N1CCN(Cc2cccc(Cl)c2)CC1	-9.3%[76.3 µM]
O=C(CSc1ccc2nnc(CCNC(=O)c3ccccc3)n2n1)NCc1ccc(F)cc1	-2.0%[76.3 µM]
CC1CCN(CCCNC(=O)c2cc3c(s2)-c2ccccc2OC3)CC1	0.1%[76.3 µM]
Cc1ccc(C(=O)N2CCC3(CC2)NCCc2[nH]cnc23)cc1C	-10.8%[76.3 µM]
Cc1cc(=O)[nH]c(SCc2cccc3ccccc23)n1	0.7%
COc1ccc2[nH]c(=O)c(CN(c3ccccc3OC)S(=O)(=O)c3ccccc3)cc2c1	-6.1%[76.3 µM]
O=C(O)c1cccc(S(=O)(=O)Nc2ccc(OCc3ccccc3)cc2)c1	4.0%
Cc1ccc(NC(=O)CSc2nnc(CNC(=O)c3ccco3)o2)cc1Cl	2.3%[76.3 µM]
COc1ccc(NC(=O)CSc2nnc(-c3cc(C)[nH]n3)n2N)cc1OC	4.6%[76.3 µM]
COC(=O)C1CCN(C(=O)C2CCN(C(=O)[C@H](C)NS(=O)(=O)c3ccc(C)cc3)CC2)CC1	2.5%[76.3 µM]
COc1ccc(/C(N)=N/OC(=O)c2ccc(Br)o2)cc1	3.0%
CCCC(NC(=O)CCc1c(C)c2cc3c(-c4ccccc4)coc3cc2oc1=O)C(=O)O (stereo not drawn)	7.1%
CC(C)c1ccc(NC(=O)[C@@H](NC(=O)N2CC(=O)Nc3ccccc32)C(C)C)cc1	-0.2%[76.3 µM]
COc1ccccc1N(CC(=O)NC1CCCC1)C(=O)C1(C)CC(=O)N=C2C=CC(C)=CN21 (stereo not drawn)	-0.4%
COc1ccc(NC(=O)CN2C(=O)COc3ccc(S(=O)(=O)N4CCOCC4)cc32)c(OC)c1	0.5%[76.3 µM]
COc1cc(/C=N/n2nnnc2N)ccc1OC(C)C	0.5%
O=C(Nc1ccc(S(=O)(=O)N2CCOCC2)cc1)c1ccccc1	-2.5%
CC(C)CC(=O)Nc1ccc(N2CCN(C(=O)c3cccs3)CC2)cc1	-7.2%[76.3 µM]
COc1ccc(N2C(=O)CSC2c2ccccc2F)c(OC)c1 (stereo not drawn)	-0.2%
Cc1cc2ccccn2c1C(=O)c1cccc(F)c1	-5.5%
O=C(Nc1ccccc1F)c1ccc2snnc2c1	-1.9%[76.3 µM]
O=C(O)CCNC(=O)/C(=C\c1ccco1)NC(=O)c1ccco1	-8.0%[76.3 µM]
Cc1ccc(C(=O)NCCNC(=O)COc2ccc(C)c(C)c2)cn1	-9.4%[76.3 µM]
CCc1cccc(NC(=O)c2cnn(-c3ccccc3)c2C)c1	-0.1%[76.3 µM]
O=C(c1c(F)cccc1F)N1CCCC(c2nc(-c3cccs3)no2)C1 (stereo not drawn)	-4.1%
CC(=O)Nc1ccc(S(=O)(=O)NCCc2cc3ccc(C)c(C)c3[nH]c2=O)cc1	-3.9%[76.3 µM]

(more compounds)
SMILES	GAA glycogen mod
CC1CC(C)CN(S(=O)(=O)c2ccc(Cl)cc2)C1 (stereo not drawn)	4.2%[76.3 µM]
CCCn1c(C2CCCN2c2nc(-c3ccc(C)cc3)cs2)nc2cc(Cl)c(N3CCCCC3)cc21 (stereo not drawn)	-11.9%[76.3 µM]
CCOc1ccc(C(C(=O)NC2CCCC2)N(C(=O)c2snc(C(N)=O)c2N)c2cccc(O)c2)cc1 (stereo not drawn)	5.5%
O=c1c(NCCc2ccc(Cl)cc2)c(-c2ccccc2)c1=O	6.6%
O=C(NCCN1CCCC1)c1ccc2c(c1)N(Cc1ccccc1)C(=O)c1ccccc1S2(=O)=O	3.2%[76.3 µM]
Cc1ccc(NC(=O)C(C)SCc2nc3sc4c(c3c(=O)[nH]2)CCCC4)nc1 (stereo not drawn)	-3.7%[76.3 µM]
CCN(CC)c1ccc(/C=N/N2CCN(c3ccccc3OC)CC2)cc1	-6.1%[76.3 µM]
Cn1c(SCc2cccc(Br)c2)nnc1-c1ccncc1	1.5%[76.3 µM]
CCCn1c2ccccc2c2cnn(CC(=O)NC3CCN(Cc4ccccc4)CC3)c(=O)c21	-1.7%[76.3 µM]
COc1cc(C(C2C(=O)CC(C)(C)CC2=O)C2C(=O)CC(C)(C)CC2=O)ccc1O	1.2%
COC1CCCN(C(=O)c2ccc3oc(Cc4ccc(Cl)cc4)nc3c2)C1 (stereo not drawn)	-0.9%[76.3 µM]
COc1ccc(NC(=O)C2CCN(S(C)(=O)=O)CC2)cc1OC	-1.9%[76.3 µM]
COc1cccc(-c2cc(C(=O)N3CCOCC3)no2)c1	-0.6%
COC(=O)Cc1c(C)c2ccc(OCC(=O)N3CCC(C)CC3)c(C)c2oc1=O	-9.2%[76.3 µM]
CCOc1ccc(S(=O)(=O)N2CCOCC2)cc1NC(=O)CN1C(=O)NC(CC)(c2ccccc2)C1=O (stereo not drawn)	-5.0%[76.3 µM]
COc1ccccc1CC(=O)NCCc1ccccc1	-2.7%[76.3 µM]
CN(C)c1cc[n+](CC(=O)Nc2cccc([N+](=O)[O-])c2)cc1	13.7%[76.3 µM]
O=C(CNC(=O)c1ccc(Br)o1)NCc1ccccc1Cl	1.7%[76.3 µM]
CN1CCN(CC(O)COC(c2ccc(Cl)cc2)c2ccc(Cl)cc2)CC1 (stereo not drawn)	-13.6%
COc1ccccc1OCc1ccc(C(=O)NC2CCCCC2)o1	2.7%
CCCC1(c2ccccc2)NC(=O)N(CC(=O)NCc2ccc(OC)cc2)C1=O (stereo not drawn)	-1.3%
CC(=O)N(CCc1ccccc1C)Cc1cc2ccc(C)cc2[nH]c1=O	-0.3%
COc1ccc(N(CC(=O)NCCc2ccc(OC)c(OC)c2)S(=O)(=O)c2ccc(OC)c(OC)c2)cc1	0.4%
Cc1cc(=O)oc2c3c(cc(OCC(=O)NCCC(=O)N[C@@H](C)C(=O)O)c12)OC(C)(C)CC3	3.6%
Cn1c(=O)c2c(SCC(=O)N3CCOCC3)nc(-c3ccccc3F)nc2n(C)c1=O	-3.2%[76.3 µM]
COc1ccc(-n2nc(C(=O)NCC(=O)NC3CCCCC3)c3ccccc3c2=O)c(OC)c1	1.7%
Cc1cc(OCC(=O)NCCc2ccc(S(N)(=O)=O)cc2)c2c(C)c(C)c(=O)oc2c1	-5.4%[76.3 µM]
CCOC(=O)C1CCN(C(=O)c2cccc(NC3=NC4CS(=O)(=O)CC4S3)c2)CC1 (stereo not drawn)	-4.4%[76.3 µM]
Cc1ccc(OCC(=O)N(Cc2cccc(Cl)c2)C2CCS(=O)(=O)C2)cc1C (stereo not drawn)	-12.7%[76.3 µM]
Cc1cc(C)cc(N(CC(=O)NC2CCCC2)C(=O)CNC(=O)c2cccs2)c1	-3.1%
COc1cc(C(=O)NC(c2ccccc2)c2ccccc2)cc(OC)c1OC	-2.5%[76.3 µM]
Cn1cnc2c1c(=O)n(Cc1ccc(Cl)cc1Cl)c(=O)n2C	3.9%[76.3 µM]
CCC1CCCCN1CCCNC(=O)c1nn(C)c2c1CS(=O)(=O)c1ccccc1-2 (stereo not drawn)	-13.5%[76.3 µM]
O=C(Cc1ccccc1)NCCc1cnc[nH]1	1.2%
CC(=O)c1ccc(N(C(=O)c2csnn2)C(C(=O)NC2CCCC2)c2ccccc2)cc1 (stereo not drawn)	6.6%
CC(Nc1nc(C(F)(F)F)nc2ccccc12)c1cccs1 (stereo not drawn)	3.2%
Cc1ccc(C)c(NC(=S)NCc2ccccc2)c1	-16.8%[76.3 µM]
COc1ccccc1N(CC(=O)NC1CCCCC1)C(=O)CNC(=O)c1cccs1	-3.7%
Cn1c(=O)c2c(SCC(=O)N3CCCC3)nc(-c3ccccc3)nc2n(C)c1=O	-13.3%[76.3 µM]
C=CCN1C(=O)C2(OCCCO2)c2cc(Cl)ccc21	-1.8%[76.3 µM]
O=C(Nc1ccccc1)Nc1nc(-c2ccc(F)c(F)c2)cs1	1.1%
COc1ccc(NC(=O)CCNS(=O)(=O)c2cccc(C(C)=O)c2)cc1S(N)(=O)=O	-11.4%
Cc1ccccc1N(CC(=O)NC1CCCCC1)C(=O)CNC(=O)c1cccs1	3.3%
Nc1nc(NCCOCCO)nc(N2CCCCCC2)c1[N+](=O)[O-]	2.8%
CN(C(=O)CC1C(=O)NCCN1Cc1ccccc1C(F)(F)F)C1CCOCC1 (stereo not drawn)	1.9%[76.3 µM]
Cc1cc(NS(=O)(=O)c2ccc(NC(=O)C(F)(F)F)cc2)nc(C)n1	3.1%[76.3 µM]
O=C(COc1ccc(S(=O)(=O)N2CCCC2)cc1Cl)NCc1cccnc1	0.6%[76.3 µM]
O=C(NCc1ccccc1Cl)C1CCN(S(=O)(=O)N2CCCC2)CC1	-1.0%[76.3 µM]
CCOc1ccc(N(CC(=O)Nc2ccccc2OC)S(=O)(=O)c2ccccc2)cc1	0.4%[76.3 µM]
Cc1cccc(Nc2cc(C)nc3ccccc23)c1	-4.6%[76.3 µM]

Single values from the entries so far:
`COc1cc(C(=O)NC(c2ccccc2)c2ccccc2)cc(OC)c1OC` @ GAA glycogen mod = -2.5%[76.3 µM]
`CN(C(=O)CC1C(=O)NCCN1Cc1ccccc1C(F)(F)F)C1CCOCC1` (stereo not drawn) @ GAA glycogen mod = 1.9%[76.3 µM]
`O=C(Nc1ccccc1)Nc1nc(-c2ccc(F)c(F)c2)cs1` @ GAA glycogen mod = 1.1%
`Cc1cc(C)cc(N(CC(=O)NC2CCCC2)C(=O)CNC(=O)c2cccs2)c1` @ GAA glycogen mod = -3.1%

Pulled by compound from above:
SMILES	GAA glycogen mod
Cc1cc(C)cc(N(CC(=O)NC2CCCC2)C(=O)CNC(=O)c2cccs2)c1	-3.1%
CCC1CCCCN1CCCNC(=O)c1nn(C)c2c1CS(=O)(=O)c1ccccc1-2 (stereo not drawn)	-13.5%[76.3 µM]

Next section:
SMILES	GAA glycogen mod
COc1cc(S(=O)(=O)NC2CCSc3ccccc32)ccc1NC(C)=O (stereo not drawn)	-4.7%
COc1ccc(S(=O)(=O)N(C)c2ccc(C(=O)N3CCCCC3)cc2)cc1	-1.9%[76.3 µM]
O=C(O)Cc1ccc(NC(=O)c2ccc3c(c2)C(=O)N(Cc2ccco2)C3=O)cc1	0.3%[76.3 µM]
COc1cccc(/C=C2/SC(=S)N(CC(=O)NNC(=O)c3ccccc3OC)C2=O)c1	-8.0%

Reprinted from the entries so far for reference:
SMILES	GAA glycogen mod
Cc1cccc(Nc2cc(C)nc3ccccc23)c1	-4.6%[76.3 µM]
COc1cc(S(=O)(=O)NC2CCSc3ccccc32)ccc1NC(C)=O (stereo not drawn)	-4.7%
COc1ccc(S(=O)(=O)N(C)c2ccc(C(=O)N3CCCCC3)cc2)cc1	-1.9%[76.3 µM]
O=C(O)Cc1ccc(NC(=O)c2ccc3c(c2)C(=O)N(Cc2ccco2)C3=O)cc1	0.3%[76.3 µM]
